Bioassay records: PubChem, National Center for Advancing Translational Sciences (NCATS)
LDHA block = qHTS assay for inhibitors of human lactate dehydrogenase; L-lactate dehydrogenase A chain (Homo sapiens), P00338; purified LDHA, NADH/diaphorase-resazurin fluorescence; active compounds read low; activity change, % (values are at about 110 or 230 µM); 480,000 compounds, 0.15% hits; AID 1347041, 2019; in the data active = activity change below about -30%; inconclusive = mostly about -25% to -30%;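 also: plate controls were DMSO wells for no effect and wells without enzyme for full effect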
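Resorufin fluorescence (ex540/em590), read at 0 and 20 min after diaphorase/resazurin addition, reports the NADH left after a 5 min room-temperature reaction of 2 nM human LDH5 with 0.06 mM NADH and 0.2 mM pyruvate.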
ALOX12 inh = Primary qHTS assay for inhibitors of human arachidonate 12S-lipoxygenase (ALOX12): Round 2. purified 12hLO, xylenol orange hydroperoxide absorbance. Potency, µM (doses to about 108 µM), for inactives: at the top dose activity change, negative = inhibition, hits mostly inhibitors. 580,000 compounds, 1.1% hits. AID 1671190, 2021; also: potency is read from the fitted curve at half-maximal effect; % is scaled to controls: 0 for no effect and ±100 for the full control effect
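Purified human 12hLO at 150 nM in 25 mM Hepes, 0.01% Triton X-100, pH 7.0, preincubated 15 min at room temperature with compound. Reaction started with 40 uM arachidonic acid, 30 min at room temperature. Hydroperoxide measured by Fe-xylenol orange, 573/405 nm absorbance ratio.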
Anesthetic bind = qHTS Assay for Identification of Novel General Anesthetics; Potency, µM (top dose mostly 77.5 µM), for inactives: at the highest dose activity change, negative = displacement, hits mostly inhibitors; 350,000 compounds, 0.074% hits; AID 485281, 2010; Ferritin light chain (Equus caballus), P02791; apoferritin/1-aminoanthracene competitive binding, fluorescence; also: potency is read from the fitted curve at half-maximal effect; % is scaled to controls: 0 for no effect and ±100 for the full control effect; nearly all actives have a fitted effect of over 20% in size
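Horse-spleen apoferritin (10 uM) in 50% saturated 1-aminoanthracene in PBS was incubated 10 min at room temperature with compound. Fluorescence (ex 380, em 535 nm) was normalized to free and bound 1-AMA, with concentration-response fitted by a four-parameter Hill equation.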
POLB inh = qHTS Assay for Inhibitors of DNA Polymerase Beta. Pol beta primer extension/strand displacement, fluorescence kinetic. Potency, µM (series often up to 114 µM), for the others: at the top dose activity change, negative = inhibition, hits mostly inhibitors. 340,000 compounds, 1.3% hits; also: potency is read from the fitted curve at half-maximal effect; % is scaled to controls: 0 for no effect and ±100 for the full control effect
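Homogeneous kinetic assay of primer extension and strand displacement by 10 nM Pol beta, preincubated 15 min at room temperature with compound before 50 nM substrate (final) was added. Read at 0 and 10 min; four-parameter Hill fit.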
Pol eta inh = qHTS for Inhibitors of Polymerase Eta; DNA polymerase eta (Homo sapiens), Q9Y253; recombinant Pol eta, fluorescent DNA replication assay; Potency, µM (top dose mostly 114 µM), for the others: at the highest dose activity change, negative = inhibition, most hits filed as inhibitors; 390,000 compounds, 1.2% hits; AID 588591, 2011; also: potency is read from the fitted curve at half-maximal effect; % is scaled to controls: 0 for no effect and ±100 for the full control effect
Target sequence (Q9Y253 whole entry, looked up): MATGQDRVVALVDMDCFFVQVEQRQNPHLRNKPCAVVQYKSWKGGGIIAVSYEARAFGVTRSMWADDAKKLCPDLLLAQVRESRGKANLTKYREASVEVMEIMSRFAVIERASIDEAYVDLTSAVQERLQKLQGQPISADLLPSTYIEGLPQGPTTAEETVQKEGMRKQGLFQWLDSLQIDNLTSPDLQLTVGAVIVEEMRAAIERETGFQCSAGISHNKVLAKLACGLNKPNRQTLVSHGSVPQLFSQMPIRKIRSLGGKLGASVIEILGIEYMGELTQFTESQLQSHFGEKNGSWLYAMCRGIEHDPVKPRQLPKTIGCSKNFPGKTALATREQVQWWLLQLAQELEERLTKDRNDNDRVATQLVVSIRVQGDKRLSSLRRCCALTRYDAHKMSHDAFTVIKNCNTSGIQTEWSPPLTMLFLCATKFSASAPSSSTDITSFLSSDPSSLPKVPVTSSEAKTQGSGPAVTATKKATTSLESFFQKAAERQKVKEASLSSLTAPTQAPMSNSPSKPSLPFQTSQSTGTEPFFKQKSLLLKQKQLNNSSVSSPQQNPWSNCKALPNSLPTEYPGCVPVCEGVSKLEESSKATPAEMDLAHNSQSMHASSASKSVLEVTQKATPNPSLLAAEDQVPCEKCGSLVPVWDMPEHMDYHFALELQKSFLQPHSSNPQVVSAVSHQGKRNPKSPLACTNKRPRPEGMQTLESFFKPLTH
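Pol eta at 10 nM preincubated with compounds 15 min at room temperature; reaction started with fluorescent substrate (50 nM final) and read kinetically at 0 and 10 min.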
APE1 inh = qHTS Assay for Inhibitors of the Human Apurinic/apyrimidinic Endonuclease 1 (APE1); Potency, µM (doses to about 65.8 µM), without a hit: at the top dose activity change, negative = inhibition, most hits filed as inhibitors; DNA repair nuclease/redox regulator APEX1 (Homo sapiens), P27695; AID 2517, 2012; 350,000 compounds, 0.35% hits; recombinant APE1, TAMRA/BHQ-2 abasic DNA cleavage fluorescence;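 also: potency is read from the fitted curve at half-maximal effect; plate controls were vehicle for no effect and reference inhibitor for full effect; nearly all actives have a fitted effect of over 55% in size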
Target sequence (P27695 whole entry, looked up): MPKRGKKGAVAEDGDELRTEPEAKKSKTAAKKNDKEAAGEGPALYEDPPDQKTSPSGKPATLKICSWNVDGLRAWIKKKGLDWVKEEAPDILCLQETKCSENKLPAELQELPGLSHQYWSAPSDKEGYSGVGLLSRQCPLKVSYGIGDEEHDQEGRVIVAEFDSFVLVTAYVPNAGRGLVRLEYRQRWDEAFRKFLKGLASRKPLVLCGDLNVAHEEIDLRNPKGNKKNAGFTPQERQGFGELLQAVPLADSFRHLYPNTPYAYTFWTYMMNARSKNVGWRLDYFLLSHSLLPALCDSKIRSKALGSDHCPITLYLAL
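Step 1: APE1 (0.75 nM) with compound, 15 min RT. Step 2: add 50 nM fluorophore/quencher THF duplex. Step 3: three fluorescence reads 60 s apart (525/598 nm); read 3 minus read 1 = reaction progress.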
ERG Ets-DNA blk = qHTS for Small Molecule Inhibitors of the ERG Ets/DNA interaction. 370,000 compounds, 0.028% hits. Transcriptional regulator ERG (Homo sapiens), P11308. AID 624246, 2012. Potency, µM (series often up to 76.9 µM), for inactives: at the top dose FP activity, negative = inhibition, hits mostly inhibitors. fluorescence polarization, His-ERG Ets domain / labelled DNA; active = well fitted inhibition curve with a large enough effect in the polarisation, with a control signal flat; inconclusive = small, poorly fitted or top-dose-only effect, or effect the other way, or a change in a side signal; inactive = no such curve, though single readings can be large or run the other way; the % refers to the polarisation;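 also: polarization taken with two DNA probes labelled with fluorescein and Texas red; potency is read from the fitted curve at half-maximal effect; % of control where 0% means no effect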
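His-tagged ERG Ets domain (1 uM in the protein solution; 300mM KCl, 50mM Tris-HCl, 1mM EDTA, 1mM DTT, pH 7.5) received compound, then a probe mix of 5 nM fluorescein-DNA and 100nM Texas-615-DNA. Fluorescence polarization was read for both dyes.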
RGS4 inh = Inhibitors of Regulator of G Protein Signaling (RGS) 4: qHTS | 390,000 compounds, 0.039% hits | Regulator of G-protein signaling 4 (Homo sapiens), P49798 | Potency, µM (series often up to 114 µM), for the others: top-dose activity change, negative = inhibition, most hits filed as inhibitors | AID 504845, 2011 | Transcreener GDP fluorescence polarization, RGS4-accelerated GTP hydrolysis; also: potency is read from the fitted curve at half-maximal effect; % is scaled to controls: 0 for no effect and ±100 for the full control effect; nearly all actives have a fitted effect of over 75% in size; some results filed as inactive show a strong effect at the top dose
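MLSMR compounds (23 nl, pin-transferred) preincubated 10 min at room temperature with a 500nM (2x) first reagent, then RGS4 at 900nM (2x) plus Transcreener GDP mix added; fluorescence polarization (620/688 nm) read before and after 90 min at 30 °C.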
POLK inh = qHTS for Inhibitors of Polymerase Kappa; DNA polymerase kappa (Homo sapiens), Q9UBT6; purified Pol kappa, fluorescent DNA synthesis assay, 10 min; Potency, µM (series often up to 107 µM), for the others: at the highest dose activity, negative = inhibition, actives largely listed as inhibitors; 400,000 compounds, 0.53% hits; also: potency is read from the fitted curve at half-maximal effect; % is scaled to controls: 0 for no effect and ±100 for the full control effect
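Kinetic fluorescence readout at 0 and 10 min followed reaction start with substrate at 50 nM final. Beforehand, enzyme (10 nM Pol kappa) stood 15 min with compound at room temperature; buffer-only wells were negative controls.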
Active calls of the source: *; i = inactive; ? = inconclusive; · = not tested or not shown; & = joins results of further samples; [ ] = dose if it differs, or a comment. Unless noted, calls follow the shape of the dose curve; as a rule, active = well fitted curve in the direction sought with a large enough effect; inconclusive = small, poorly fitted or top-dose-only effect, or another doubt; inactive = no such curve, though single readings can be large; an effect the other way counts as inactive or inconclusive. Only part of the results is shown; count on the stated rates, not on these rows.

SMILES	LDHA block	ALOX12 inh	Anesthetic bind	POLB inh	Pol eta inh	APE1 inh	ERG Ets-DNA blk	RGS4 inh	POLK inh
Cc1ccccc1NC(=O)c1c(-c2ccccc2)noc1C	-2	-5%	?	-15%	-17%	1%	-7%	-1%	-7%
COCCc1nnc(NC(=O)C23CC4CC(CC(C4)C2)C3)s1	-5	-8%	-5%	9%	-15%	-6%	6%	-25%	-2%
O=C(O)CSc1nc(-c2ccccc2)nc2c1CCCC2	-2	22%	10%	3%	-11%	4%	-6%	24%	12%
NC(=O)c1cc2cc(Br)ccc2o/c1=N/NC(=O)c1cccc(F)c1	2	1%	-4%	38%	2%	9%	1%	2%	0%
CCCCC(=O)Nc1ccc(NC(=O)c2ccc(C)c([N+](=O)[O-])c2)cc1OC	-9	5%	-1%	28%	-5%	-7%	16%	30%	-7%
Cc1c2cnn(CC(=O)NCc3ccccn3)c(=O)c2c(C)n1Cc1ccccc1	-5	16%	-13%	1%	-10%	5%	6%	-9%	2%
Cc1cc(C)cc(OCC(=O)OCC(=O)NCc2cccs2)c1	-6	8%	-2%	?	0%	24%	1%	27%[11.4 µM]	-9%
CCOC(=O)c1ccc(NC(=O)Cn2nc(SC)c(S(=O)(=O)c3ccc(Cl)cc3)c2N)cc1	4	?	1%	-1%	-18%	·	7%	-1%	5%
Cc1ccc(-n2ncc(C(=O)NCCN3CCC(Cc4ccccc4)CC3)c2C2CCN(C(=O)OC(C)(C)C)CC2)cc1	7	?	-8%	-17%	-19%	·	2%	-1%	-12%
CCOC(=O)C1CCN(CC(O)COc2ccc(C(=O)CC)cc2)CC1 (centres undefined)	1	-1%	-1%	0%	-18%	1%	-11%	-13%	-14%
COC(=O)CC1SCCNC1=O (centres undefined)	-7	13%	-3%	4%	-19%	3%	-4%	-10%	-3%
NS(=O)(=O)c1ccc(CCNC(=O)C2CCN(S(=O)(=O)c3cccc4cccnc34)CC2)cc1	0	·	-12%	23%	1%	6%	-2%	24%	-15%
CC1=CC(=O)OC1Cc1ccncc1 (centres undefined)	0	0%	-14%	16%	-25%	5%	2%	28%	-12%
COC(=O)N1C(=O)[C@](c2ccccc2)(C2CCCC2)N1C(=O)OC	-14	3%	-23%	3%	-20%	36%	-7%	-1%	-11%
O=C(CCC1CCCN(C(=O)c2ccc(F)c(F)c2)C1)N1CCN(c2ccccn2)CC1 (centres undefined)	-3	181%[activator]	-8%	43%	-3%	5%	-8%	18%	3%
Cc1ccc(C(=O)/C=C/Nc2ccc(S(=O)(=O)Nc3cc(C)nc(C)n3)cc2)cc1	1	-14%	-8%	?	?	-4%	9%	-11%	-18%
CCOc1ccccc1NC(=O)c1ccc2c(c1)CCCN2S(C)(=O)=O	3	-6%	-1%	43%	3%	·	-1%	18%	4%
COc1cc(C(=O)Nc2nccs2)ccc1OCc1c(C)noc1C	3	3%	-10%	25%	-12%	9%	3%	-16%	15%
COc1ccc(C2CC(c3ccccc3)Oc3cc(OC)ccc32)cc1 (centres undefined)	·	·	93%&20%[activator]	·	·	-6%&-8%	·	-27%&2%	-10%&-21%
O=C(N/N=C/C=C/c1ccccc1)c1ccccc1Br	-2	19%	?	-8%	-9%	0%	4%	-8%	7%
CC(=O)N1CCOc2ccc(S(=O)(=O)NCC3CCC(C(=O)Nc4ncccc4C)CC3)cc21 (centres undefined)	-4	5%	-5%	14%	-14%	28%	5%	15%[11.4 µM]	-8%
CC(C)Oc1cccc(C(=O)C2CCCN(C(=O)c3noc4c3CCCC4)C2)c1 (centres undefined)	3	4%	-14%	-3%	-7%	-3%	7%	-17%	-9%
CC(NC(=O)NC(=O)c1cccc([N+](=O)[O-])c1)C1CC1 (centres undefined)	-1	·	-9%	2%	-7%	55%[activator]	9%	3%	7%
CN1CCN(c2ccccc2NC(=O)COc2ccccc2)CC1	3	22%	-3%	1%	-8%	0%	-1%	-10%	-7%
CN(CCNC(=O)C1CCC(=O)N(Cc2cccc(F)c2)C1)CCc1ccccc1 (centres undefined)	1	·	-5%	15%	-15%	10%	-3%	-13%	-1%

Next section, overlapping the part above by 2 compounds.
SMILES	LDHA block	ALOX12 inh	Anesthetic bind	POLB inh	Pol eta inh	APE1 inh	ERG Ets-DNA blk	RGS4 inh	POLK inh
CN1CCN(c2ccccc2NC(=O)COc2ccccc2)CC1	3	22%	-3%	1%	-8%	0%	-1%	-10%	-7%
CN(CCNC(=O)C1CCC(=O)N(Cc2cccc(F)c2)C1)CCc1ccccc1 (centres undefined)	1	·	-5%	15%	-15%	10%	-3%	-13%	-1%
Cc1cc(Nc2cccc(Cl)c2)c2ccccc2n1	-5	2%	-18%	3%	-9%	10%	2%	0%	-8%
CCCn1c(SCC(N)=O)nnc1C(C)C	-3	25%	-10%	79%	-9%	-1%	8%	-29%	12%
CN(CC(=O)Nc1ccccc1Cl)C(=O)C1CCN(C(=O)c2ccc(Cl)cc2)CC1	-4	14%	-5%	6%	-7%	-5%	-7%	0%	-3%
O=c1c2cnn(-c3ccc(F)cc3)c2ncn1Cc1cccc(Cl)c1	-3	-11%	-3%	1%	-17%	·	-1%	-19%	-6%
Oc1oc(-c2ccc(Br)cc2)nc1/C=N/c1ccccn1	-5	-10%	-9%	10%	-14%	0%	14%	-16%	-6%
COc1cc(/C=N/N=C2/NC(=O)C(c3ccccc3)S2)ccc1O (centres undefined)	-11	-27%	-7%	9%	-20%	11%	-8%	4%	-1%
Cc1ccc(NC(=O)CCc2nnc3ccc(N4CCC5(CC4)OCCO5)nn23)cc1F	-4	-6%	-2%	55%	3%	-6%	0%	15%[11.4 µM]	-13%
O=[N+]([O-])c1cccc(C(O)C23CN4CN(CN(C4)C2)C3)c1 (centres undefined)	-4	6%	1%	7%	1%	-21%	5%	21%	-14%
CCc1ccc(NC(=O)c2noc(C(C)C)c2[N+](=O)[O-])cc1	2	-10%	-23%	0%	-13%	-3%	-9%	-9%	7%
COC(=O)c1sccc1NC(=S)N1CCN(c2ccc(F)cc2)CC1	-1	-18%	2%	-26%	-18%	-1%	-14%	-18%	-7%
CC(C)(CNC(=O)CNC(=O)c1ccc(Cl)cc1Cl)N1CCOCC1	-4	-7%	·	·	-1%	52%[activator]	-4%	-6%	0%
Cc1ccc(C(=O)NCC(=O)NNC(=O)CN(C)S(=O)(=O)c2ccc(Cl)cc2)s1	-5	-14%	·	·	-14%	7%	-13%	12%	4%
CCN(CC(=O)Nc1c(F)cccc1F)C(=O)COc1cccc2c1OC(C)(C)C2	-3	1%	·	·	-8%	11%	-11%	8%	9%
CCOc1ccc(C2C3=C(CCCC3=O)OC(N)=C2[N+](=O)[O-])cc1 (centres undefined)	9	0%	-5%	29%	-13%	10%	-3%	-20%	-9%
FC(F)(F)c1cccc(CON=C2CCN(c3ncc(C(F)(F)F)cc3Cl)CC2)c1	5	-23%	-16%	13%	-12%	-3%	-1%	-8%	-18%
CCCN1CCC(=O)N(C(CSc2ccc(Br)cc2)c2ccccc2)CC1 (centres undefined)	·	·	-19%	·	·	-3%	·	-24%	-7%
Cc1onc(-c2c(F)cccc2Cl)c1C(=O)N(C)CC(=O)Nc1cccc(F)c1	-12	-8%	·	·	-26%	-1%	-11%	-8%	-5%
O=C1NC(=O)/C(=C/c2cccc(O)c2)N1	2	0%	0%	-4%	11%	3%	6%	10%	4%
CSCC(C)N1CCC(CO)(CCc2ccccc2)CC1 (centres undefined)	2	5%	-8%	-3%	-14%	0%	-1%	-11%	11%
O=C(CN(c1ccc(F)cc1)S(=O)(=O)c1ccccc1)NC1CCCCCC1	-8	i	-5%	94%	-5%	-2%	19%	25%	-6%
CNC(=O)c1cn(-c2ccc(Cl)cc2)c(=O)c2ccccc12	-6	2%	1%	23%	-15%	-3%	-13%	?	-9%
COc1ccc(OCCSc2nnc(C(C)NC(=O)c3ccccc3F)n2C)cc1 (centres undefined)	-3	6%	-8%	1%	-16%	0%	-8%	-11%	-4%
O=CN1CCN(C(=O)c2cccc([N+](=O)[O-])c2)CC1	-3	18%	-2%	18%	-7%	-6%	9%	-9%	-18%
COCCNC(=O)COC(=O)c1nsc(Cl)c1Cl	-1	2%	1%	-3%	-1%	1%	-8%	-36%[56.9 µM]	-2%
CCOC(=O)c1ccc(S(=O)(=O)NNC(=O)c2cccc(N(C)C)c2)cc1	2	?	-4%	2%	-18%	0%	1%	-1%	-13%
Cc1cccc(NC(=O)CSCC(=O)Nc2ccc(S(=O)(=O)N3CCOCC3)cc2)c1	3	?	·	·	-20%	-2%	0%	-14%	2%
Cn1c(NCc2cccc(Br)c2)nc2ccccc21	-15	13%	-1%	-1%	-2%	-1%	-1%	-3%	-20%
